Screens from PubChem BioAssay.
Bim-Bcl-XL: inhibitors of Bim-Bcl-XL interaction, human. Bim peptide-Bcl-XL binding, bead flow cytometry, fluorescence. inhibition, % at 10 µM. hit rate 0.04% among 190,000. AID 1007
Target sequence (Q07817 whole entry, looked up): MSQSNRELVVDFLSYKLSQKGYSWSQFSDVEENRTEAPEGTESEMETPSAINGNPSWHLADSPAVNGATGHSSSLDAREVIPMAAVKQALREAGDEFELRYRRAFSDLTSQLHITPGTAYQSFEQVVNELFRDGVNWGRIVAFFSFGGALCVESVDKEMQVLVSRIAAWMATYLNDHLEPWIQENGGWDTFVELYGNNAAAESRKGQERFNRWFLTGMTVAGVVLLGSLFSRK
Mcl1-Bid inh: disrupts binding of human Mcl-1 to Bid peptide. Q07820. TR-FRET Mcl-1/Bid-Dy647 peptide binding, 1536-well. inhibition, % at 21.7 µM. hit rate 0.97% among 220,000;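 active = compounds that cut the binding signal by more than half at the single screening dose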;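 note: His-tagged Mcl-1 with europium anti-His antibody binding Bid BH3 peptide; 0% = Mcl-1 plus peptide wells and 100% = peptide-only wells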
Target sequence (Q07820 whole entry, looked up): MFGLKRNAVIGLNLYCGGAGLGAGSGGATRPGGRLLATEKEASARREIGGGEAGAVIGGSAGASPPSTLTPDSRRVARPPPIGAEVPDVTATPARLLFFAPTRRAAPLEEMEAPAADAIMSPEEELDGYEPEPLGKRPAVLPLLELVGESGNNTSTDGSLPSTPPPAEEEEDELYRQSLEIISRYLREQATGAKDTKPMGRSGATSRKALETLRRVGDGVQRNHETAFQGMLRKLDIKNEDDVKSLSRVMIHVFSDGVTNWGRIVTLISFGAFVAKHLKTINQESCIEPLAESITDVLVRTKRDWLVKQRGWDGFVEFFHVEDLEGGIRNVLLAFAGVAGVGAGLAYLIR
Bcl-2 Bim block: inhibitors of Bim-Bcl-2 interaction, human; P10415; Bead-based flow cytometry, Bim peptide-Bcl-2 binding; inhibition, % at 10 µM; hit rate 0.06% among 190,000; AID 950; in the data active = inhibition above about 40%; inconclusive = no clear call, values can overlap the other calls;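 note: 0% = no compound wells with probe peptide and 100% = reference peptide inhibitor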
Target sequence (P10415 whole entry, looked up): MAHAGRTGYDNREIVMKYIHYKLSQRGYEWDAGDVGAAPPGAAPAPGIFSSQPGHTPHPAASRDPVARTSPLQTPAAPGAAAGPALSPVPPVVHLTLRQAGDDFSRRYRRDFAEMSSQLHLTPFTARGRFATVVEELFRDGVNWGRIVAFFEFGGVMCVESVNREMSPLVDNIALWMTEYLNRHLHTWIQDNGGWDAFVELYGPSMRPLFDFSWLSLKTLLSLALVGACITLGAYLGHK
RGS7-Gao: human RGS7-Galphao interaction regulation; hit rate 0.35% among 220,000; AID 1439; binding response (% of control), % at 10 µM; Multiplexed bead flow cytometry, RGS7-Galphao binding; actives lie on both sides; in the data active = binding response below about 49% or above about 150%; inconclusive = no clear call, values can overlap the other calls; inactive = in between;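 note: fluorescent Galphao held in activated GDP-AlF4 state binding bead-coupled RGS7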
Bcl-B Bim block: human Bim-Bcl-B interaction inhibition; Q9HD36; bead-based flow cytometry, Bim peptide-Bcl-B binding; inhibition, % at 10 µM; hit rate 0.073% among 190,000; AID 951;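 note: 0% = tracer peptide without compound and 100% = reference inhibitor peptide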
Target sequence (Q9HD36 whole entry, looked up): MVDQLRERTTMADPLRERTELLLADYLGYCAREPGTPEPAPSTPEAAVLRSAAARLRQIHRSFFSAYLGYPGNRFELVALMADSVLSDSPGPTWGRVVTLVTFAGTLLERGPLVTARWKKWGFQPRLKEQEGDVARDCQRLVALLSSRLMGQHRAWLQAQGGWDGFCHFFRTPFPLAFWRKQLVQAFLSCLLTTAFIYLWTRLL
RGS4-Gao reg: modulates binding of RGS4 to human Galphao; hit rate 0.33% among 220,000; binding response (% of control), % at 10 µM; Multiplexed bead flow cytometry; actives lie on both sides; P09471; in the data active = binding response below about 49% or above about 150%; inactive = in between;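 note: fluorescent Galphao activated with aluminum fluoride binding bead-coupled RGS4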
Bim-Bcl-W: disrupts Bim peptide binding to human Bcl-W; inhibition, % at 10 µM; Q92843; bead-based flow cytometry; hit rate 0.02% among 190,000;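 note: 0% = bound tracer without compound and 100% = peptide blocker; higher means less fluorescent Bim peptide bound to Bcl-W beads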
Bim-Mcl-1: human Bim-Mcl-1 interaction inhibition; Q07820; Bead-based flow cytometry, Bim peptide-Mcl-1 binding; inhibition, % at 10 µM; hit rate 0.1% among 190,000; AID 1009;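 note: 0% = no compound tracer wells and 100% = peptide blocker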
Bfl-1 Bim block: human Bim-Bfl-1 interaction inhibition | inhibition, % at 10 µM | Bead-based flow cytometry, Bim-Bfl-1 binding inhibition | hit rate 0.12% among 190,000 | Q16548;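 note: 0% = wells without compound plus tracer and 100% = blocker peptide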
Mcl1 Noxa PPI: disrupts binding of human Mcl-1 to Noxa peptide; TR-FRET Mcl-1/Noxa peptide binding, 2 h; inhibition, % at 21.7 µM; hit rate 1.5% among 220,000;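 active = compounds that cut the protein-peptide binding signal by more than 50% relative to plate controls in a single-dose test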;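 note: His-tagged Mcl-1 with rhodamine Noxa BH3 peptide and terbium anti-His antibody; 0% = Mcl-1 plus Noxa peptide wells and 100% = peptide-only wells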
RGS8-Gao: modulates binding of RGS8 to human Galphao; P09471; AID 1423; response (percent of control binding), % at 10 µM; multiplexed bead flow cytometry; actives lie on both sides; hit rate 0.34% among 220,000; in the data active = response below about 60% or above about 140%; inactive = in between;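 note: Galphao activated as the GDP aluminium fluoride complex binding bead-coupled RGS8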
Numbers without * were called inactive; ? = inconclusive; . = not tested or not shown. Cut-off read from the data, not from the text of the source, unless noted: active = inhibition above about 40%. An unsorted share of the library; 2.7% or so of the library scored in one or more.

Sample of the layout:
SMILES	Bim-Bcl-XL	Mcl1-Bid inh	Bcl-2 Bim block	RGS7-Gao	Bcl-B Bim block	RGS4-Gao reg	Bim-Bcl-W	Bim-Mcl-1	Bfl-1 Bim block	Mcl1 Noxa PPI	RGS8-Gao
COC(=O)C1C2C=CC(C3CC23)C1C(=O)OCC(=O)c1ccc(OC)cc1 (configuration not stated)	-5	-17	-14	98	-7	100	0	-3	-8	17	101
O=C(CNS(=O)(=O)c1cccs1)N1CCN(c2ccccn2)CC1	-1	-13	1	98	1	102	1	-2	-1	3	100
Cc1cc2c(c(=O)n1C1CC1)C(c1cccc(Cl)c1)C(C#N)=C(N)O2 (configuration not stated)	-3	-46	3	97	-3	96	-3	-1	-1	2	101
COC(=O)c1sccc1NC(=O)c1cccnc1	4	-1	-6	103	-8	102	0	-1	-10	1	102
Cc1cc(N(C)C)c(C#N)c(N2CCOCC2)n1	-6	3	-4	103	-5	104	-5	-4	-9	-2	105
CCOC(=O)c1ccc(-n2c(=S)sc3c(=O)[nH]c(C)nc32)cc1	2	7	4	113	2	104	4	3	2	6	112
CCC/C(O)=C1\C(=O)CC(C)(C)CC1=NCc1ccccc1	.	-12	.	?	.	95	.	.	.	17	97
O=C(CCS(=O)(=O)c1ccc(Br)s1)N1CCc2ccccc21	-12	-11	-12	103	-10	101	-4	-7	-18	-6	103
Nc1cnn(C2CCCO2)c(=O)n1 (configuration not stated)	0	-20	0	101	0	100	-1	3	-1	8	100
COc1cc2c(C(=O)N3CCN(c4ccccc4)CC3)c(C)oc2cc1Br	-13	-28	-15	100	-13	100	-3	-12	-14	0	99
Cc1ccc(-c2nnc(Oc3cccc(C)c3)c3ccccc23)cc1	0	-55	-1	104	-1	100	-3	-18	-5	-105	98
O=C(NCCN1Cc2ccccc2C1=O)c1cccs1	-5	-15	-7	112	-12	102	-6	-4	-15	-4	101

The list itself, previewed entries included:
SMILES	Bim-Bcl-XL	Mcl1-Bid inh	Bcl-2 Bim block	RGS7-Gao	Bcl-B Bim block	RGS4-Gao reg	Bim-Bcl-W	Bim-Mcl-1	Bfl-1 Bim block	Mcl1 Noxa PPI	RGS8-Gao
COC(=O)C1C2C=CC(C3CC23)C1C(=O)OCC(=O)c1ccc(OC)cc1 (configuration not stated)	-5	-17	-14	98	-7	100	0	-3	-8	17	101
O=C(CNS(=O)(=O)c1cccs1)N1CCN(c2ccccn2)CC1	-1	-13	1	98	1	102	1	-2	-1	3	100
Cc1cc2c(c(=O)n1C1CC1)C(c1cccc(Cl)c1)C(C#N)=C(N)O2 (configuration not stated)	-3	-46	3	97	-3	96	-3	-1	-1	2	101
COC(=O)c1sccc1NC(=O)c1cccnc1	4	-1	-6	103	-8	102	0	-1	-10	1	102
Cc1cc(N(C)C)c(C#N)c(N2CCOCC2)n1	-6	3	-4	103	-5	104	-5	-4	-9	-2	105
CCOC(=O)c1ccc(-n2c(=S)sc3c(=O)[nH]c(C)nc32)cc1	2	7	4	113	2	104	4	3	2	6	112
CCC/C(O)=C1\C(=O)CC(C)(C)CC1=NCc1ccccc1	.	-12	.	?	.	95	.	.	.	17	97
O=C(CCS(=O)(=O)c1ccc(Br)s1)N1CCc2ccccc21	-12	-11	-12	103	-10	101	-4	-7	-18	-6	103
Nc1cnn(C2CCCO2)c(=O)n1 (configuration not stated)	0	-20	0	101	0	100	-1	3	-1	8	100
COc1cc2c(C(=O)N3CCN(c4ccccc4)CC3)c(C)oc2cc1Br	-13	-28	-15	100	-13	100	-3	-12	-14	0	99

Three compounds out of the list above, arranged by the value under RGS4-Gao reg, ascending:
SMILES	Bim-Bcl-XL	Mcl1-Bid inh	Bcl-2 Bim block	RGS7-Gao	Bcl-B Bim block	RGS4-Gao reg	Bim-Bcl-W	Bim-Mcl-1	Bfl-1 Bim block	Mcl1 Noxa PPI	RGS8-Gao
O=C(CCS(=O)(=O)c1ccc(Br)s1)N1CCc2ccccc21	-12	-11	-12	103	-10	101	-4	-7	-18	-6	103
COC(=O)c1sccc1NC(=O)c1cccnc1	4	-1	-6	103	-8	102	0	-1	-10	1	102
CCOC(=O)c1ccc(-n2c(=S)sc3c(=O)[nH]c(C)nc32)cc1	2	7	4	113	2	104	4	3	2	6	112

The list continues.
SMILES	Bim-Bcl-XL	Mcl1-Bid inh	Bcl-2 Bim block	RGS7-Gao	Bcl-B Bim block	RGS4-Gao reg	Bim-Bcl-W	Bim-Mcl-1	Bfl-1 Bim block	Mcl1 Noxa PPI	RGS8-Gao
Cc1ccc(-c2nnc(Oc3cccc(C)c3)c3ccccc23)cc1	0	-55	-1	104	-1	100	-3	-18	-5	-105	98
O=C(NCCN1Cc2ccccc2C1=O)c1cccs1	-5	-15	-7	112	-12	102	-6	-4	-15	-4	101
CCOC(=O)c1sc(NC(=O)c2ccc(C)o2)nc1C	-10	3	-13	107	-9	103	-3	-9	-21	-22	103
Cc1nnc(N(C)C(=O)c2cnccn2)s1	0	-37	-1	104	-3	100	0	3	-4	-14	105
CC(NC(=O)c1cccnc1)C(c1cccs1)N1CCN(c2ccccc2F)CC1 (configuration not stated)	.	-10	.	?	.	98	.	.	.	-42	100
CC(C)Nc1cc(N2CCCC2)ccc1[N+](=O)[O-]	-4	-83	-2	99	-2	102	-2	-1	-4	14	104
Cc1ccc(S(=O)(=O)n2ccc(OC(=O)c3cccs3)n2)cc1	-2	-1	-2	100	-7	101	-2	-3	-1	-2	99
CCc1cccc2c1NC(=O)C21N2CCCC2C(C(=O)c2ccc3ccccc3c2)C12C(=O)Nc1ccccc12 (configuration not stated)	-6	3	-4	98	-5	100	-3	-3	-16	9	102
Nc1nc(=S)c2ncn(C3OC(CO)C(O)C3O)c2[nH]1 (configuration not stated)	.	-119	.	?	.	102	.	.	.	89*	92
O=C(N/N=C/c1cccc(O)c1)NC1CCCCC1	0	-20	-1	?	1	103	1	1	-2	-1	101
COc1ccc(-n2c(SCC(=O)O)nc3sc4c(c3c2=O)CCC4)cc1	-1	-12	-5	100	-2	103	-2	0	-4	4	100
N/C(CCS(=O)(=O)c1ccc(Cl)cc1)=N\OC(=O)c1ccccc1Cl	.	0	.	?	.	93	.	.	.	2	100
COc1ccc(C(=O)N/C(=C\c2cn(C)c3ccccc23)C(=O)OCCN(C)C)cc1	.	-14	.	?	.	96	.	.	.	4	99
CC(C)CNC(=O)NC1C(NC(=O)NCC(C)C)N(C)C(=O)N1C (configuration not stated)	-2	-10	0	102	-1	101	-2	1	-2	-15	103
C[n+]1cccc(CNC(=O)/C=N/O)c1	1	-28	0	99	-3	100	0	-2	-3	25	99
O=C(Cc1ccccc1)NCC1OCCc2ccccc21 (configuration not stated)	-1	1	-2	98	-2	102	0	0	-3	3	100
O=C1CCc2cc(S(=O)(=O)N3CCC(C(=O)NCc4ccccn4)CC3)ccc2N1	-4	-35	-6	103	-5	101	0	-2	-6	-9	103
COc1cccc(C2C(C#N)=C(N)Oc3cc(C)n(Cc4ccco4)c(=O)c32)c1 (configuration not stated)	-3	-64	-5	95	-9	96	0	-5	-13	-9	97
COc1ccccc1-c1cc(C(F)(F)F)nc(S(=O)(=O)CCCC(=O)N2CCCCC2C)n1 (configuration not stated)	-1	-4	-2	105	0	104	-2	-1	3	30	98
CCc1ccc(OCC(=O)N(C)CCC#N)c(Br)c1	-8	-23	-9	104	-5	101	0	-2	-14	6	102
COc1ccccc1NC(=S)Nc1cccc(F)c1	-9	-33	-10	.	-7	.	-3	-5	0	5	.
O=C(NC1CCCC1)C(c1ccncc1)N(Cc1ccccc1)C(=O)Cc1cccs1 (configuration not stated)	-1	-7	1	99	1	96	1	1	-4	-2	98
Nc1ccccc1C(=O)NCc1ccc(Cl)cc1	-2	-4	4	100	-7	102	4	-1	20	-7	103
Cc1ccc(F)c(NC(=O)CCc2ccccc2)c1	-5	-23	-10	99	-10	102	1	1	-10	21	102
O=S(=O)(c1ccccc1Cl)N1CCC(O)(c2cccnc2)CC1	-3	-22	-2	94	-3	97	-2	-2	0	11	99
N=c1c2c(-c3ccccc3)c(-c3ccccc3)n(Cc3ccccc3)c2ncn1CCCn1ccnc1	-5	-51	0	99	-4	104	0	-1	-3	3	101
COc1ccccc1NS(=O)(=O)c1cc(NC(=O)c2ccc3c(c2)OCCO3)ccc1C	0	-22	-3	91	0	98	0	1	0	-23	79
CCOc1ccccc1N1CCN(C(=O)c2cccc(-c3ccc(O)cc3)c2)CC1	-1	-5	-3	86	-9	86	-3	-3	-3	-8	93
Cc1ccccc1NC(=O)c1cccc(NC(=O)CCC(=O)O)c1	-3	-6	-1	98	-1	100	0	1	-6	-11	101
O=C(CCC(=O)Nc1ccccc1)NNC(=O)c1cccs1	0	-27	0	93	0	97	-1	0	-2	-9	98
CCOC(=O)c1c(NC(=O)C2C3C=CC(CC3)C2C(=O)O)sc(C)c1CC (configuration not stated)	-8	-11	-1	99	-3	100	-3	-4	-1	-1	100
COc1ccc([N+](=O)[O-])cc1NC(=O)CSc1ccc2ccccc2c1	21	16	13	98	7	102	16	17	20	24	96
COC(=O)N/N=C/c1ccc(-c2ccccc2Cl)o1	.	-45	.	?	.	101	.	.	.	-5	100
O=C(Cn1cnc2c(cnn2-c2ccccc2)c1=O)NCCc1ccccc1	-7	-1	-7	102	-7	101	-4	-2	-11	-3	101
COC(=O)CSc1ccc2nnc(-c3ccc(OC)c(OC)c3)n2n1	-1	-8	-5	98	-2	99	3	0	-9	4	101
Cc1cc(N)n(-c2ccccn2)n1	.	-18	.	?	.	108	.	.	.	2	106
CC1(C)NC(=O)N(CC(O)COc2cc3ccccc3cc2C(=O)N2CCCCC2)C1=O (configuration not stated)	-2	-15	-3	105	-7	105	-3	-2	-2	-9	107
COC(=O)CSc1cc(C)nc(NC(C)=O)n1	-4	-34	-7	104	-4	100	5	1	-7	-11	102
CCOC(=O)C1=C(C)NC(=O)CC1c1cc2c(cc1Br)OCO2 (configuration not stated)	-6	-13	-1	107	-1	93	-2	-1	-2	-4	91
COc1cccc(/C(C)=N/NC(=O)Cc2c(C)[nH][nH]c2=O)c1	-1	-25	-5	89	-2	96	-3	1	-7	6	100
COc1ccc(CCC(=O)OCC(=O)c2ccc(C)cc2)cc1	-9	2	-6	102	-6	105	-5	-6	-3	4	107
COc1cccc(C2CC(c3c(-c4ccccc4)c4cc(Cl)ccc4[nH]c3=O)=NN2S(C)(=O)=O)c1OC (configuration not stated)	-1	-27	-2	99	-5	103	1	2	-8	-20	102
COc1ccc(S(=O)(=O)N2CCCC(C(=O)Nc3cccc(C(C)=O)c3)C2)cc1 (configuration not stated)	-3	13	-12	94	-8	97	0	-1	-15	4	98
O=C(NCc1cccc(Cl)c1)c1ccc2c(c1)OCO2	-12	-23	-9	100	-12	100	-2	-6	-18	-6	101
COC(=O)C1=C(C)NC(=O)NC1c1ccc([N+](=O)[O-])o1 (configuration not stated)	-1	-44	1	94	-7	92	-2	0	1	6	78
CCOC(=O)c1c(NC(=O)CN(C)C)sc(C(=O)N(CC)CC)c1C	-6	70*	-2	97	-2	100	-2	-6	-1	0	102
